Source: PubChem
Tau fluor counter – counter-screen for tau fibril formation inhibitors. 280,000 compounds, 0.93% hits. tau K18 P301L Alexa594 fluorescence, heparin fibrillization. Potency, µM (doses to about 57.7 µM), for the others: at the highest dose activity change, negative = decrease; note: potency is the fitted concentration of half-maximal effect; % is set by controls: 0 for no effect and ±100 for the full control effect; nearly all actives have a fitted effect of over 55% in size
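Human tau K18 P301L (15 uM unlabeled, 0.24 uM Alexa 594-labeled) in 100 mM sodium acetate pH 7 with 20 uM heparin, 6 hr at 37 C. ThT 30 uM added, 1 hr ambient; Alexa 594 FP and total fluorescence read at 555/632 nm.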
CBFb RUNX1 block – blocks binding between human CBF-beta and RUNX1; Q01196+Q13951; AID 1477; 230,000 tested, under 10 active; Potency, µM (titrated, usually from 59.8 µM), inactives show top-dose activity, negative = inhibition, actives largely listed as inhibitors; AlphaScreen CBFb-His/RUNX1-biotin binding, biochemical; note: % of control where 0% means no effect
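His-tagged CBF-beta and biotinylated RUNX1 (30 nM each) were premixed 20 min at room temperature, exposed to compound for 15 min, then given nickel-chelate and streptavidin AlphaScreen beads (50 ng each). After 90 min, AlphaScreen signal was read.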
Tau FP inhib – tau fibrillization inhibition (FP) | Potency, µM (doses to about 57.7 µM), for inactives: at the top dose activity, negative = inhibition, actives largely listed as inhibitors | AID 1468 | 280,000 compounds, 0.39% hits | K18 P301L tau heparin fibrillization, Alexa594 FP, 6 h | P10636; note: potency is the fitted concentration of half-maximal effect; % is set by controls: 0 for no effect and ±100 for the full control effect; nearly all actives have a fitted effect of over 55% in size
Target sequence (P10636 561-689 P618L limits assumed): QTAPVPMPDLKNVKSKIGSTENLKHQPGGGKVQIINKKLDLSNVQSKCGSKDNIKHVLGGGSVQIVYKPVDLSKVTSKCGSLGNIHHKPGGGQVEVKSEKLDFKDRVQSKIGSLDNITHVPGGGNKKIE
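Recombinant K18 P301L […], labeled with Alexa 594 at 0.24 uM over 15 uM unlabeled; heparin inducer 20 uM final; 37 C, 6 hr; FP endpoint.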
TRb-SRC2 inh – TRbeta-SRC2 interaction inhibition. Potency, µM (doses to about 106 µM), for inactives: at the top dose activity change, negative = inhibition, hits mostly inhibitors. TRbeta-SRC2 peptide binding, fluorescence polarization; receptor liganded with 1 µM T3. 280,000 compounds, 0.065% hits. AID 1469. P10828;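 note: potency is the fitted concentration of half-maximal effect; plate controls were bound peptide for no effect and peptide without receptor for full effect; nearly all actives have a fitted effect of over 50% in size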
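A fluorescence polarization screen tested compounds at multiple concentrations against complex formation between 0.6 uM TRb ligand-binding domain and 20 nM Texas Red SRC2 peptide, with 1 uM T3 present; readout after 5 hr.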
NPSR antag – antagonists of human neuropeptide S receptor cAMP signaling; Q6W5P4; CHO-NPSR cells, cAMP TR-FRET, antagonist mode; Potency, µM (doses to about 38.3 µM), for the others: top-dose activity change, negative = inhibition, most hits filed as inhibitors; 220,000 compounds, 1% hits; AID 1461; note: potency is the fitted concentration of half-maximal effect; % is set by controls: 0 for no effect and ±100 for the full control effect; nearly all actives have a fitted effect of over 50% in size; many of its hits are not listed in these tables
Target sequence (Q6W5P4 whole entry, looked up): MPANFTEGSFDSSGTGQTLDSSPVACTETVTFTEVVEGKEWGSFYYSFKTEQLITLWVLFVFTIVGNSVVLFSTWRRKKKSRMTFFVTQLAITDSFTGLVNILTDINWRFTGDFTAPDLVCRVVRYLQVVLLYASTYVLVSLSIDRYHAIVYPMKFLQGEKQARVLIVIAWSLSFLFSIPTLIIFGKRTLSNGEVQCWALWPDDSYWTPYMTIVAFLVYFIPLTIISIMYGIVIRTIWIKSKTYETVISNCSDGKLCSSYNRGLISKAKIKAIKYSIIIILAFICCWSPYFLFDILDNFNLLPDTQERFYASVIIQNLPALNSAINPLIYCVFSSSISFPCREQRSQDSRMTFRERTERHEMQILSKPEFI
Epigenetic reg – regulators of epigenetic silencing causing reporter derepression in mouse cells. murine LDR cells, GFP reporter derepression, 30 h. Potency, µM (series often up to 53.9 µM), for the others: at the top dose GFP activation, actives largely listed as activators. 280,000 compounds, 0.2% hits. AID 1865; note: potency is the fitted concentration of half-maximal effect; % of control where 0% means no effect; nearly all actives have a fitted effect of over 60% in size
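Readout is the number of GFP-expressing murine LDR cells, counted by cytometry following washing. Cells were treated with compound for 30 h at 37 C; the stably integrated CMV-GFP locus is normally silent.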
aGal spleen mod – inhibits or activates alpha-galactosidase in human spleen homogenate; P06280; human spleen homogenate, 4MU-alpha-Gal fluorescence, 40 min; Potency, µM (series often up to 80 µM), for the others: at the highest dose activity change, negative = inhibition, actives largely listed as inhibitors; 240,000 compounds, 0.008% hits; AID 2107;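 note: potency is the fitted concentration of half-maximal effect; 0% = enzyme with vehicle and -100% = no enzyme basal signal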
Target sequence (P06280 32-429 limits assumed): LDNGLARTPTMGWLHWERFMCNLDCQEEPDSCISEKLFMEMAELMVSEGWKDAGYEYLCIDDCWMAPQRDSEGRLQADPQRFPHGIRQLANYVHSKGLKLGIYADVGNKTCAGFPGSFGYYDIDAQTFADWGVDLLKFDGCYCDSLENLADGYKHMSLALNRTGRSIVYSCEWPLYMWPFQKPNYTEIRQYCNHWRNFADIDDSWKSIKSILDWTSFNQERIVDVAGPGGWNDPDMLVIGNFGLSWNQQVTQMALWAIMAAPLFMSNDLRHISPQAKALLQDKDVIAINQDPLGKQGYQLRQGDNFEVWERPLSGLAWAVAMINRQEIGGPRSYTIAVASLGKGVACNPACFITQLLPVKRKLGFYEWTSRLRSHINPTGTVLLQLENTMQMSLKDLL
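Inhibition or activation of alpha-galactosidase in human spleen homogenate is scored by 4-MU fluorescence after 40 min at 37C, pH 5.0, with 1 mM substrate. AC50s come from concentration-response fitted to the Hill equation.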
TR SRC2 fluor cs – alters Texas Red total fluorescence, flagging assay interference | TRb/SRC2 Texas Red total fluorescence interference | Potency, µM (titrated, usually from 106 µM), inactives show top-dose fluorescence change, negative = quenching | 280,000 compounds, 0.29% hits; active = well fitted curve in either direction with a large enough effect; inconclusive = small, poorly fitted or top-dose-only effect; note: potency is the fitted concentration of half-maximal effect; % is set by controls: 0 for no effect and ±100 for the full control effect
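Human TRβ ligand-binding domain (0.6 uM) and Texas Red SRC2 peptide (20 nM) in Tris buffer with 1 uM T3 and 5% DMSO were incubated with pinned compound for 5 hr at ambient temperature. Total fluorescence was computed as S + 2P (555/632 nm).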
Numbers without * were called inactive; ? = inconclusive; nt = not tested or not shown; & = joins results of further samples; [ ] = dose if it differs, or a comment. Unless noted, calls come from the whole dose curve; as a rule, active = well fitted curve in the direction sought with a large enough effect; inconclusive = small, poorly fitted or top-dose-only effect, or another doubt; inactive = no such curve, though single readings can be large; an effect the other way counts as inactive or inconclusive. The list is partial; rates above refer to the full screens.

SMILES | Tau fluor counter | CBFb RUNX1 block | Tau FP inhib | TRb-SRC2 inh | NPSR antag | Epigenetic reg | aGal spleen mod | TR SRC2 fluor cs
O=C1C=C2C=C[C@H]3C[C@]2(O1)[C@@H]1CCCCN13 | -17% | 8%[2.36 µM] | -5% | -1% | 16% | -1.0% | -2% | -1%
CCOc1ccc(NC(=O)c2c(C)nn(Cc3ccccc3)c2Cl)cc1 | -3% | 2% | -2% | 6% | 3%[46.1 µM] | 0.1% | 2% | -6%
COc1ccc(Cl)cc1NC(=O)c1sc2nc3c(cc2c1N)N1CCC3CC1 | 0% | nt | 0% | 6% | nt | 5.3% | nt | -3%
CCOP(=S)(OCC)c1ccc(N(C)C)cc1 | -8% | 15% | 8% | 6% | -5%[46.1 µM] | 0.9% | -3% | -1%
COC1CC(OC2CC[C@@]3(C=O)C4CC[C@]5(C)C(C6=CC(=O)OC6)CC[C@@]5(O)C4CC[C@]3(O)C2)OC(C)C1O (some centres not stated) | -4% | 7% | 3% | 3% | nt | -1.3% | 0% | 0%
C[C@H]1CCC/C=C/C2C[C@H](O)CC2[C@H](O)/C=C/C(=O)O1 (some centres not stated) | -16% | ? | -8% | 1% | 3% | 3.2% | 2% | -5%
CN(C)C1=NC(N(C)C)=NP(N(C)C)(N(C)C)=N1 | 8% | -8% | 1% | -1% | 0%[46.1 µM] | -1.2% | -8% | 2%
COc1ccc(C(CC(=O)N2CCC3(CC2)OCCO3)NS(=O)(=O)c2ccc(F)cc2)cc1 (configuration not stated) | -12% | 2% | -16% | -12% | 0%[46.1 µM] | 0.9% | 2% | 3%
C=CC[C@]1(O)CC[C@H]2[C@@H]3CCC4=CC(=O)CCC4=C3C=C[C@@]21C | nt | 11% | nt | -5% | nt | nt | 6% | 1%
CCn1c(O)c(C=Nc2ccc(S(N)(=O)=O)cc2)c(=O)n(CC)c1=S | -6% | -15% | ? | 6% | -37% | 3.8% | -5% | -3%

5 compounds picked at random from those above, as already listed:
SMILES | Tau fluor counter | CBFb RUNX1 block | Tau FP inhib | TRb-SRC2 inh | NPSR antag | Epigenetic reg | aGal spleen mod | TR SRC2 fluor cs
CN(C)C1=NC(N(C)C)=NP(N(C)C)(N(C)C)=N1 | 8% | -8% | 1% | -1% | 0%[46.1 µM] | -1.2% | -8% | 2%
CCOP(=S)(OCC)c1ccc(N(C)C)cc1 | -8% | 15% | 8% | 6% | -5%[46.1 µM] | 0.9% | -3% | -1%
C[C@H]1CCC/C=C/C2C[C@H](O)CC2[C@H](O)/C=C/C(=O)O1 (some centres not stated) | -16% | ? | -8% | 1% | 3% | 3.2% | 2% | -5%
CCOc1ccc(NC(=O)c2c(C)nn(Cc3ccccc3)c2Cl)cc1 | -3% | 2% | -2% | 6% | 3%[46.1 µM] | 0.1% | 2% | -6%
O=C1C=C2C=C[C@H]3C[C@]2(O1)[C@@H]1CCCCN13 | -17% | 8%[2.36 µM] | -5% | -1% | 16% | -1.0% | -2% | -1%

New compounds follow.
SMILES | Tau fluor counter | CBFb RUNX1 block | Tau FP inhib | TRb-SRC2 inh | NPSR antag | Epigenetic reg | aGal spleen mod | TR SRC2 fluor cs
CCC12CCCN3CCC4(c5ccc(OC)c(O)c5N(C(C)=O)C4CC1)C32 (configuration not stated) | -7% | 1%[21.7 µM] | -3% | -6% | nt | 5.4% | 0% | -1%
COc1ccc(OC)c(C(c2c(O)c3ccccc3oc2=O)c2c(C)n(C)n(-c3ccccc3)c2=O)c1 (configuration not stated) | -20%&-19% | -6% | 13%&-8% | -5%&-10% | -16% | 0.3%&1.1% | 4% | 0%&-2%
C=C(C)Cn1c(=O)n(CC2CS2)c2ccccc21 (configuration not stated) | -10% | 1% | 4% | -1% | 9% | -1.6% | -2% | -2%
C=CCN1CC[C@]23c4c5ccc(O)c4O[C@@H]2/C(=N/N=C2\CC[C@@]4(O)C6Cc7ccc(O)c8c7[C@@]4(CCN6CC=C)[C@@H]2O8)CC[C@@]3(O)C1C5 | -11% | 4% | -10% | 0% | ? | 4.8% | 6% | -1%
Cc1ccsc1-c1nc(CSCC(=O)N2CCC3(CC2)OCCO3)c(C)o1 | -8% | 0% | -5% | -5% | -1%[46.1 µM] | 0.0% | -15% | 1%
CC(=O)Nc1ccccc1C(=O)C(=O)Nc1cccc(C(=O)N2CCC3(CC2)OCCO3)c1 | 3% | 6% | 7% | 1% | 3% | 0.0% | -10% | 2%
COC(=O)c1cc2c(cn1)[nH]c1ccccc12 | -20%&-10% | 12%&7% | -9%&-14% | 3%&2% | ? | -1.2%&1.1% | -10%&-6% | 2%&-2%
c1ccc2c(c1)-c1cccc3cccc-2c13 | nt | ? | nt | 0%[201 µM] | nt | nt | 0% | -2%[201 µM]
CCOc1ccc(-n2c(O)c(C=Nc3ccc(N4CCOCC4)cc3)c(=O)[nH]c2=O)cc1 | -13% | 9% | 3% | 4% | -24%[46.1 µM] | 0.5% | 1% | 1%
O=C(NCCO)c1nsnc1NCCCl | -2% | 1% | -10% | -4% | 14% | 0.9% | -2% | -4%
COc1ccccc1OCCCn1cc(C(=O)C2CC2)c2ccccc21 | -28% | 18% | -9% | 5% | ? | 0.0% | -4% | 1%
COc1ccc(CCNC(=O)CCCCn2c(=O)c3ccccc3n(Cc3ccccc3Cl)c2=O)cc1OC | -12% | nt | 0% | 4% | nt | 5.3% | nt | ?
CCN1CC2C3CCC(C)(O3)C2C1 (configuration not stated) | 15% | 10% | 2% | -13% | -12% | -2.6% | -3% | 0%
Cc1cccc(OC(=O)N2CCOCC2)c1 | -4% | 2% | -6% | 3% | 5%[46.1 µM] | 0.7% | -15% | -1%
Cc1cccc(OCC(=O)N2CCN(Cc3cccnc3)CC2)c1 | 4%[2.34 µM] | -3% | -4%[2.34 µM] | 0% | 13% | 1.1% | 4% | 2%
O=C1CC(c2c(F)cccc2Cl)c2c(c3ccccc3oc2=O)O1 (configuration not stated) | 9% | nt | 8% | -2% | nt | 0.0% | nt | 1%
O=c1[nH]c(=S)n(Cc2ccc(F)cc2)c(O)c1C=NCc1ccc2c(c1)OCO2 | -13% | 7% | -11% | -11% | -17% | 2.1% | -6% | 0%
O=C1NC(=S)N(Cc2ccco2)C(=O)/C1=C\c1cccs1 | ? | nt | ? | nt | -15% | -4.7% | -5% | ?
C=C(CC1(CNP(=O)(c2ccccc2)c2ccccc2)CC1)c1ccccc1 | -18% | 18% | 2% | -2% | nt | -2.0% | 6% | 3%
Fc1ccccc1CCNCc1cccc(Cl)c1Cl | -5% | 6% | 6% | -1% | -10%[46.1 µM] | 0.0% | ? | 0%
CCC(=Nc1ccc(OC)cc1OC)c1c(O)n(C)c(=O)n(C)c1=O | -17% | 9% | -6% | 2% | -9%[46.1 µM] | 1.5% | -6% | 1%
Nc1ccc(-c2ccc(N)cc2)cc1 | nt | 2%[21.7 µM] | nt | 1% | nt | nt | -2% | -2%
Cc1ccc(OP(=O)(NC(C)c2ccccc2)Oc2ccc(C)cc2)cc1 (configuration not stated) | 7% | 8% | 8% | 2% | ? | -1.1% | 13% | -4%
Cc1nn(Cc2ccccc2)c(C)c1C=C1C(=O)NC(=S)NC1=O | 1% | 8% | -5% | -1% | ? | 1.0% | -3% | 1%
CC1(CCl)CN1S(=O)(=O)c1ccccc1 (configuration not stated) | -11% | 1% | -9% | -1% | ? | -1.0% | 6% | -1%
CCSC1=NN1c1cc(C)nc(N)n1 | -2% | -1% | 0% | -2% | 20% | 0.0% | 2% | -5%
CN1CC(CO)=C[C@H]2c3cccc4[nH]cc(c34)C[C@H]21 | -22% | nt | -12% | -9% | nt | 0.3% | 2% | 2%
O=C1NC(=O)C(=Cc2ccc3c(c2)OCO3)C(=O)N1 | 2% | 7% | ? | 1% | -5% | -4.2% | 5% | -1%
COc1ccc(Br)cc1CN1CCN(CCO)CC1 | 2% | 3% | 5% | 6% | -4%[46.1 µM] | 1.5% | 1% | 1%
O=C(NC[P+](=O)O)OCc1ccccc1 | -1% | 4% | 2% | -6% | 3%[46.1 µM] | -1.0% | -3% | 0%
CNc1ccc2oc(C[C@H]3O[C@@]4(CC[C@H]3C)O[C@H]([C@H](C)C(=O)c3ccc[nH]3)[C@H](C)C[C@H]4C)nc2c1C(=O)O | ? | ? | -10%&-2% | 1%&-5% | 7.9µM* | 3.5%&4.0% | -30%&11% | 1%&-1%
Cc1nnc(NC(=O)c2cccn(Cc3cccc([N+](=O)[O-])c3)c2=O)s1 | -9% | nt | -12% | -8% | nt | 1.0% | nt | -1%
O=C(CN1CCCCC1c1cccnc1)c1ccccc1 (configuration not stated) | -5% | -21% | -9% | 2% | nt | -1.1% | -4% | 2%
CC1(C(O)(C#CCN2CCCCC2)c2ccccc2)CCCC1 (configuration not stated) | -10% | -8% | 0% | -13% | -33% | 6.1% | -2% | 1%
CN1C2CCC1/C(=C/c1ccccn1)C(=O)/C2=C\c1ccccn1 | -1% | 2% | ? | -1% | -20% | 0.9% | -8% | 3%
CN(C)c1ccc(/C=C/C=C2/C(=O)NC(=O)N(c3ccccc3)C2=O)cc1 | ? | -2% | ? | nt | ? | 8.2% | 3% | 3.2µM*[fluorescent]
CCCCN1C(=O)C(C2c3ccccc3C(=O)N2Cc2ccccc2)C(=O)NC1=S (configuration not stated) | 1% | -3% | 1% | -10% | -9%[46.1 µM] | -0.8% | 13% | -1%
O=C(COc1ccc(Br)cc1)N1CCN(Cc2ccncc2)CC1 | -17% | 4% | -13% | -6% | -8%[46.1 µM] | 4.1% | 9% | -2%
CN1CCc2nc(N)c(C#N)c(-c3ccccc3)c2C1 | -14% | 10% | -5% | -5% | -2%[46.1 µM] | -0.6% | 12% | -7%
O=c1cc(-c2ccc(O)c(O)c2)oc2cc(O)cc(O)c12 | ? | ? | 7%&1% | 15% | -12% | -0.1% | ? | ?
CC1CN=C(NC(C)c2ccccc2)S1 (configuration not stated) | 2% | 2% | -12% | 2% | 12% | 2.9% | 5% | -1%
c1cncc(CNCCc2c[nH]c3ccccc23)c1 | -7% | 7% | 0% | -5% | 15% | -1.5% | -1% | 0%
CNC(=O)OCCc1n(C)cc[n+]1C | 4% | 3% | -5% | -8% | 12% | -1.8% | 7% | -1%
CCCCCc1nc2ccccc2c(=O)n1-c1ccccc1[N+](=O)[O-] | ? | 11% | 9% | 5% | -27% | -0.9% | 0% | 0%
